Screening results deposited in PubChem by several laboratories.
MEKK2 mut-MEK5: signal of MEK5 binding to mutant human MEKK2 PB1 domain. AID 1530. 290,000 tested, 0.35% active. bead flow cytometry, Alexa488-MEK5 binding to MEKK2 mutant. percent response, % at 10 µM; in the data active means percent response above about 24%, passing the limit was not always enough; further: inactives centre near 1; some results filed as inactive read as strong as hits
NALP1 inh: blocks the NALP1 inflammasome reconstituted in yeast. inhibition, % at 10 µM. 280,000 tested, 0.61% active. S. cerevisiae NALP1/ASC/caspase-1 growth, X-gal OD620, 72 h; in the data active means inhibition mostly above about 24%, no sharp cut-off; inactive means mostly below about 32%; further: some compounds called inactive have numbers as strong as hits
DNA FID counter: counter-screen for HCV NS3 helicase inhibitors: DNA intercalator displacement | DNA fluorescent intercalator displacement, fluorescence | 290,000 tested, 0.17% active | AID 1845 | inhibition, % at 7.9 µM; in the data active means inhibition above about 37%;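 further: 0% = vehicle and 100% = reference compound; higher means more ethidium bromide displaced from hairpin DNA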
VIM-2 inhibitor: blocks Pseudomonas aeruginosa VIM-2 metallo-beta-lactamase | 290,000 tested, 0.89% active | inhibition, % at 5.6 µM | purified VIM-2, nitrocefin hydrolysis, epi-absorbance fluorescence | AID 1527;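 active means inhibition above the mean of all tested compounds plus 3 SD, cutoff set per screening run, cut at about 7.5% in these data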;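 further: red hydrolysis product quenches plate fluorescence so inhibitors raise well fluorescence; 0% = enzyme with DMSO and 100% = DMSO without enzyme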
IMP-1 inhibitor: inhibitors of Pseudomonas aeruginosa IMP-1 metallo-beta-lactamase; inhibition, % at 5.6 µM; 290,000 tested, 0.45% active; purified IMP-1, nitrocefin hydrolysis, epi-absorbance fluorescence; AID 1556;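 active means inhibition above the mean plus 3 SD of all compounds in the same screening run, cut at about 4.5% in these data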;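 further: 0% = IMP-1 with DMSO and 100% = DMSO wells lacking enzyme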
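Test system: recombinant IMP-1 enzyme, purified / Medium: HEPES buffer pH 7.1 with ZnSO4 and Brij 35 / Doses: single dose, 5.6 µM / Times: 25 °C, 15 min preincubation, 25 min reaction / Detection: Epi-absorbance via hydrolysed-nitrocefin quenching of white-plate fluorescence, 480/530 nm, EDTA stop / Evaluation: percent inhibition from optical density relative to buffer-blank wells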
PfM18AAP inh: blocks P. falciparum M18 aspartyl aminopeptidase; recombinant PfM18AAP, H-Glu-NHMec fluorogenic cleavage; AID 1822; 290,000 tested, 1.2% active; inhibition, % at 7.35 µM;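 active means inhibition above the campaign mean inhibition over all tested compounds plus 3 SD, cut at about 28% in these data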;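 further: 0% = plate median of test compound wells and 100% = 2 mM ZnCl2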
NS3 helicase inh: inhibitors of Hepatitis C virus NS3 helicase; NS3 helicase DNA unwinding, Cy5 molecular beacon fluorescence; inhibition, % at 10.9 µM; 290,000 tested, 0.56% active; AID 1800;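 active means inhibition above the mean of all tested compounds plus 3 SD, set per campaign, cut at about 35% in these data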;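 further: 0% = DMSO wells and 100% = thioflavine S control wells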
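Measured by: Cy5 fluorescence, 0 and 60 min reads / Assay system: NS3 helicase fragment of HCV / Control set: low DMSO, high thioflavine S at 110 µM / Times: 1 h reaction at 25 °C, ATP-initiated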
MEKK2 WT-MEK5: raises or lowers MEK5 binding to wildtype human MEKK2 PB1 domain | Q9Y2U5 | bead flow cytometry, Alexa488-MEK5 binding to MEKK2 WT; actives lie on both sides | binding response (% of control), % at 10 µM | 290,000 tested, 1.1% active | AID 1531; in the data active means binding response below about 67% or above about 130%
UBC9 SUMO inh: blocks human SUMOylation mediated by UBC9; 290,000 tested, 0.36% active; inhibition, % at 35 µM; HTRF SUMOylation assay, SAE1/SAE2 + UBC9, in vitro; P63279; in the data active means inhibition above about 50%, passing the limit was not always enough; further: strong numbers were not always called active
Target sequence (P63279 whole entry, looked up): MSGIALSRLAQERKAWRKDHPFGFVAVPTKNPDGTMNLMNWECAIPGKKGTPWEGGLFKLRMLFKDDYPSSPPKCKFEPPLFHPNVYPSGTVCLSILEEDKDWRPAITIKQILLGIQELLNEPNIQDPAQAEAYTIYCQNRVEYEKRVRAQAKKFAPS
* = called active by the depositor; x = not tested or not shown; [ ] = another dose, or the depositor's remark.

entry	mol	MEKK2 WT-MEK5	NS3 helicase inh	VIM-2 inhibitor	PfM18AAP inh	MEKK2 mut-MEK5	IMP-1 inhibitor	DNA FID counter	UBC9 SUMO inh	NALP1 inh
1	O=C(Nc1ccc(Br)cc1)c1cnc[nH]1	103	-10	-0.6	-4	2	-0.9	-7	12	1
2	COc1cc(C(=O)NCc2nnc(SCC(=O)N3CCCCCC3)o2)cc(OC)c1OC	102	3	-0.6	-1	-1	-0.9	-30	-6	1
3	CCOc1ccc2nc(N3CCC(C(=O)NC4CCCCC4)CC3)sc2c1	100	-11	-2.9	4	11	-2.4	-25	47	16
4	CC(=O)c1sc(NC(=O)c2ccc3c(c2)OCO3)nc1C	104	16	0.8	5	3	-1.6	-8	-16	12
5	Cn1c(=O)c2c(nc(Oc3ccccc3N)n2C)n(C)c1=O	101	-4	-3.0	7	5	-3.1	-4	13	4
6	COc1ccc(CC(NC(C)=O)C(=O)NC2CCN(C(=O)C3CCCCC3)CC2)c(OC)c1 (stereo not drawn)	100	-14	-2.1	-12	1	-1.7	-20	4	12
7	O=C(CSc1nc2ccccc2s1)N1CCN(C(=O)c2ccco2)CC1	106	-8	-1.8	-1	3	-1.5	-14	12	9
8	Cc1ccc(C(=O)Nc2ccc3c(c2)OCO3)cc1S(=O)(=O)N1CCCC1	102	5	0.1	-11	-2	-3.1	-13	-7	-14
9	Cc1cc(C(=O)OCC(=O)Nc2cccc(S(=O)(=O)N3CCOCC3)c2)c(C)o1	102	1	1.2	4	3	-0.8	-21	-1	1
10	Cc1cc(NC(=O)CSc2nnc(-c3ccc(Cl)s3)o2)no1	114	-6	-2.8	21	18	-0.9	-5	0	0
11	O=C(Nc1ccccc1F)C1COc2ccccc2O1 (stereo not drawn)	117	1	-1.2	1	9	-4.4	-2	13	24
12	CCCCn1nnnc1NCc1cc(Cl)c(OC)c(OC)c1	99	-2	-3.1	8	0	-3.0	-9	-15	-2
13	CN(C)/C=c1\sc2c(C#N)cc(C(=O)c3ccc(Br)cc3)n2c1=O	105	-2	0.9	0	3	-1.8	3	42	-6
14	Cc1ccc(Cn2c(Cc3ccccc3)nc3ccccc32)cc1	106	-15	-1.4	0	3	-2.4	-9	-30	-3
15	Cn1c(CNc2nc(-c3ccccc3)cs2)nnc1SCC(=O)OC1CCCCC1	103	-8	-5.4	15	13	-3.7	-26	5	2
16	CCOC(=O)CSc1nc(-c2ccccc2)nc2ccccc12	100	3	-1.9	-3	-3	-3.5	-8	-8	9
17	CCn1c(SCC(=O)c2ccc3ccccc3c2)nnc1-c1cccs1	103	-9	-0.9	-2	-3	-1.8	-26	24	12
18	CCOC(=O)C1=C(C)Nc2nc(C)nn2C1c1cc(OC)ccc1OC (stereo not drawn)	99	5	-0.5	9	-5	0.3	-11	2	17
19	Cc1c(C(=O)N(Cc2ccccc2Cl)C2CCS(=O)(=O)C2)oc2ccccc12 (stereo not drawn)	96	1	-0.8	14	-1	-1.6	-42	3	10
20	Cn1c(Cc2ccc(Cl)cc2)nnc1SCC(=O)NC1CC1	109	-1	-2.3	5	9	-3.0	-6	-8	5
21	Cc1nc2ccccn2c1CN(C)C(=O)C1CCC(=O)N(Cc2cccc(F)c2)C1 (stereo not drawn)	101	-1	-0.6	-2	0	-1.1	-7	7	1
22	CC1C2CC(C(CN(C)C)/C2=N/O)C1(C)C (stereo not drawn)	106	1	0.4	-11	4	-2.6	-4	-4	9
23	O=C(Nc1nc2ccsc2c(=O)s1)c1ccco1	86	6	-2.2	-3	-29	-3.0	0	6	x
24	O=C(O)c1[nH]c2ccc(Cl)cc2c1CCN1C(=O)c2ccccc2C1=O	104	11	65*	1	4	-1.3	-22	18	1
25	COc1cccc(C(=O)c2c[nH]c(C(=O)NCc3cccs3)c2)c1	98	-2	-1.6	-4	2	-1.2	-14	22	34
26	N/C(=N\OS(=O)(=O)c1ccccc1)c1ccccn1	100	2	-1.7	-3	0	-3.4	1	11	31
27	CN(C)c1ccc(P(=O)(OC2CCCCC2)C(Nc2ccccc2)c2cccnc2)cc1 (stereo not drawn)	98	-7	-0.6	5	-5	-0.9	-21	17	x
28	CC1(C)SC2c3ccccc3C(=O)N2[C@@H]1C(=O)NC1CCCC1 (stereo partly drawn)	102	1	1.6	-14	-1	3.7	-14	x	3
29	Cc1ccc(-c2cc(-c3ccccc3Cl)[nH]n2)c(O)c1	107	-13	-2.8	1	2	-3.7	-2	2	15
30	Cc1nnsc1C(=O)NC(=O)Nc1ccc(F)c(Cl)c1	102	-4	-2.3	-8	9	-1.3	-2	19	x
31	CC(NC(=O)c1cc([N+](=O)[O-])cc([N+](=O)[O-])c1)c1ccc(-n2ccnc2)cc1 (stereo not drawn)	108	15	-2.3	12	1	-2.6	3	5	3
32	CCc1oc(C(=O)OC)cc1CSC(=N)N	102	3	-2.2	2	-10	-4.8	3	-11	-12
33	O=C(CN1C(=O)S/C(=C\c2ccc(F)cc2)C1=O)Nc1cccc(S(=O)(=O)NCc2ccco2)c1	107	16	-3.6	13	0	-2.9	-9	-36	-4
34	CCc1nnc(NS(=O)(=O)c2ccc(NC(=O)/C=C/C(=O)O)cc2)s1	87	4	1.2	-16	-6	2.2	-21	12	12
35	CC(C)C(=O)Nc1ccc(C(=O)NCc2cccnc2)cc1	105	-1	-4.3	5	6	-3.6	-1	18	2
36	CC(=O)Nc1cccc(C(=O)N2CCC(n3nccc3NC(=O)CC(C)C)CC2)c1	104	1	-1.1	0	4	0.0	-9	1	11
37	COc1ccc(C(=O)c2sc(Nc3ccccc3)nc2C)cc1	135*	-12	0.6	-1	16	-3.7	-20	15	10
38	Cc1ccc(Oc2nc3c(c(=O)n(Cc4ccccc4F)c(=O)n3C)n2C)cc1	97	-10	-2.2	-9	-4	-1.9	-3	5	x
39	O=C(CSc1nc(-c2cccs2)cc(C(F)(F)F)n1)NCCCN1CCOCC1	97	3	-2.1	-4	-1	-2.5	1	14	18
40	Cc1cccc(C)c1NC(=O)CSc1nc2c([nH]1)c(=O)n(C)c(=O)n2C	98	-9	-3.2	-2	-1	-1.9	-4	-6	-7
41	Cc1ccc(-n2c(C)nn(CCOc3ccccc3)c2=O)cc1	101	-3	-2.8	-2	0	-2.5	-12	12	8
42	N#Cc1c(NC(=O)c2cc([N+](=O)[O-])ccc2N2CCOCC2)sc2c1CCCC2	98	8	-3.8	4	2	-4.5	4	0	23
43	Cc1ccc(-c2nc(C)sc2CC(=O)OCC(=O)Nc2cccc([N+](=O)[O-])c2)cc1	98	-1	-5.0	-2	0	-2.8	3	-8	1
44	O=C(Nc1ccc(F)cc1)c1ccc(CSc2ccccc2)o1	107	-10	-1.9	3	0	-3.4	-14	-12	39
45	COC(=O)c1ccc(NC(=O)CN2CCC(NC(=O)c3ccco3)CC2)cc1	80	9	-3.4	3	-13	-3.9	0	-7	3
46	CC(C)C(=O)NCCc1nc2ccccc2n1C	95	1	-5.2	-12	-2	-4.7	0	10	13
47	CC(C)(C)c1cc2cccnc2n1Cc1cccc(F)c1	115	-12	-1.5	-2	11	-2.7	9	20	14
48	Cc1ccc(S(=O)(=O)Nc2nc(C)c(C(=O)N/N=C/c3ccccc3)s2)cc1	103	25	-3.7	-12	3	-3.3	-8	8	-14
49	COc1ccc(OC)c(S(=O)(=O)N2CCC(C(=O)NC3CCCCCC3)CC2)c1	81	22	-0.6	-3	-12	0.5	-46	12	14
50	Cn1c(-c2ccc(C=O)s2)nc2c3ccccc3c3ccccc3c21	63*[inhibitor]	12	0.8	1	-19	-1.6	0	97*	32*

(cont.)
entry	mol	MEKK2 WT-MEK5	NS3 helicase inh	VIM-2 inhibitor	PfM18AAP inh	MEKK2 mut-MEK5	IMP-1 inhibitor	DNA FID counter	UBC9 SUMO inh	NALP1 inh
51	CCOC(=O)N1CCN(C(=O)CCS(=O)(=O)c2ccc3c(c2)CC(C)N3C(=O)CC)CC1 (stereo not drawn)	98	2	-1.4	-2	-3	-3.0	-27	-4	17
52	COc1cccc2cc(C(N)=O)/c(=N\NC(=O)c3ccccc3)oc12	109	-2	7.5	4	6	-1.4	-26	12	19
53	O=C(Nc1nc2ccccc2n1CCN1CCOCC1)c1ccc(Cl)cc1	81	-6	-2.7	-17	-20	-1.4	-12	29	12
54	C=CCNC(=O)CSc1nnc(-c2ccncc2)n1CCc1ccccc1	92	3	-1.2	-6	5	-7.9	-3	-22	9
55	O=c1c(-c2c(O)cc(O)c3c(=O)cc(-c4ccc(O)cc4)oc23)c(-c2ccc(O)cc2)oc2cc(O)cc(O)c12	97	x	x	x	4	x	x	52*	-4
56	CS(=O)(=O)N1CCC(C(=O)NCc2ccc(F)cc2)CC1	101	-1	-3.6	3	5	-2.4	-1	4	30
57	O=C(CSc1n[nH]c(-c2ccncc2)n1)NCCc1ccccc1	102	2	-0.6	0	4	-0.7	1	12	16
58	C=CCNC(=O)c1ccccc1Cl	98	7	-1.4	-2	2	0.7	3	-27	0
59	CNS(=O)(=O)c1ccc(NC(=O)c2cncc(Br)c2)cc1	99	1	0.5	4	0	-2.0	2	1	10
60	CN1CCN(c2nnc(-c3ccccc3)c(-c3ccccc3)n2)CC1	113	-13	-1.7	3	2	-2.3	17	17	13
61	CN=c1scc(-c2c[nH]c3ccccc23)n1C	112	4	1.9	-5	0	-2.9	8	1	17
62	COc1ccc(S(=O)(=O)N(C)CC(=O)N2CCCC2)cc1	99	-9	-1.6	-2	2	-2.9	-3	1	9
63	CC(C)(O)C#Cc1ccc(C(=O)N2CCC(CCC(=O)NC3CC3)CC2)cc1	98	3	-1.6	0	-3	-3.8	-32	2	1
64	C[C@@H](C(=O)N1CCN(C(=O)OC(C)(C)C)CC1)n1cc(CCC(=O)O)nn1	99	0	-4.0	-5	-2	-2.9	-4	-20	-13
65	CCN1/C(=C/C(C)=O)Sc2ccc(OC)cc21	99	-1	-3.9	-7	1	-4.8	-3	19	12
66	CC(Nc1c([N+](=O)[O-])c(=O)oc2ccccc12)c1ccccc1 (stereo not drawn)	106	6	-0.5	8	0	-1.3	0	8	x
67	Cc1ccc(C)c(OCCOCCN2CCOCC2)c1	95	-3	-0.2	-5	-1	-0.9	1	17	10
68	COCCNC(=O)c1ccccc1NC(=O)Cc1ccccc1	103	3	-0.9	4	0	-1.9	-3	0	-3
69	COc1ccc(-n2ncc(C(=O)N3CCN(c4ccc(F)cc4)CC3)c2C)cc1	88	-9	-1.6	4	-23	-2.8	-38	1	x
70	C=CCn1c(SCC(=O)NCc2ccccc2)nnc1C1CCCCC1	100	-8	-1.1	2	-1	-3.1	-22	24	13
71	O=C(CS(=O)(=O)c1ccccc1)NCc1ccc(Cl)cc1	98	3	-1.4	1	-3	-4.5	-6	-13	7

Random excerpt: 2 entries already listed, in no set order.
entry	mol	MEKK2 WT-MEK5	NS3 helicase inh	VIM-2 inhibitor	PfM18AAP inh	MEKK2 mut-MEK5	IMP-1 inhibitor	DNA FID counter	UBC9 SUMO inh	NALP1 inh
68	COCCNC(=O)c1ccccc1NC(=O)Cc1ccccc1	103	3	-0.9	4	0	-1.9	-3	0	-3
67	Cc1ccc(C)c(OCCOCCN2CCOCC2)c1	95	-3	-0.2	-5	-1	-0.9	1	17	10

Outcome played no part in choosing rows; any-hit rate near 4.7%.
